High-throughput results deposited in PubChem BioAssay by several laboratories.
hDAT+cocaine: human DAT dopamine uptake with cocaine, either direction; B-score at 10 µM; 1.3% of 110,000 active; Q01959; LLC-PK1 hDAT cells, [14C]-dopamine uptake with cocaine IC80; actives deviate in either direction;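 active = Z score or B-score, a plate-position-corrected score, falls beyond the plate's 99.7% confidence bounds, in either direction; inactive = both scores lie inside the 99.7% bounds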;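 also: scored against the spread of the other compound wells on the same plate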
sEH inh: inhibitors of human soluble epoxide hydrolase; recombinant human sEH enzymatic activity assay; inhibition, % at 2 µM; 0.34% of 91,000 active; AID 707; in the data active = inhibition above about 80%; also: values of inactives mirror those of a sister screen read the other way; many of its hits are not listed in these tables
Target sequence (P34913 whole entry, looked up): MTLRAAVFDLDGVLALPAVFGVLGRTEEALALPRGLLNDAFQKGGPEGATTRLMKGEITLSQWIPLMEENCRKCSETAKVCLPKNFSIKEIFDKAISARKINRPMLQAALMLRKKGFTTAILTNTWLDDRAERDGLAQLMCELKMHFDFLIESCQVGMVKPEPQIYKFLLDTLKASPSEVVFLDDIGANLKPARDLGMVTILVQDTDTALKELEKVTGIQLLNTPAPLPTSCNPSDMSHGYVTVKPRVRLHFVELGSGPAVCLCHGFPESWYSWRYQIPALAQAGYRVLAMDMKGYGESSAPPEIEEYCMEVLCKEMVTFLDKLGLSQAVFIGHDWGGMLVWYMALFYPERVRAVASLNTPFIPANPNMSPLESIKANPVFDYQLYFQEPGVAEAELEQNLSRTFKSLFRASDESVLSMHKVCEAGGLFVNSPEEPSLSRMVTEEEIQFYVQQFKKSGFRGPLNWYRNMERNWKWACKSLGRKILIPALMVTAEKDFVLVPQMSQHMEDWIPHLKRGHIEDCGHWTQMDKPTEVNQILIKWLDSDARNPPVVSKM
VCAM1 TNFa inh: reduces TNF alpha induced VCAM1 expression in HUVEC | HUVEC TNFa-induced VCAM-1 immunofluorescence, high-content imaging | inhibition, % at 2 µM | 0.48% of 95,000 active | AID 802;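 active = inhibition above the batch mean plus 3 SD, with images confirmed as a hit by eye, cut at about 37% in these data; inconclusive = inhibition above that limit but hit not confirmed in images; inactive = inhibition not above that limit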;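 also: 0% = TNF-stimulated DMSO wells and 100% = unstimulated control wells; not every result past the cut was called active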
PLK1 kinase inh: inhibitors of human PLK1 kinase; P53350; recombinant PLK1 kinase, TR-FRET peptide phosphorylation; 0.53% of 97,000 active; inhibition, % at 10 µM;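 active = inhibition of 50% or more in the single-concentration screen; inactive = inhibition below 50%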;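 also: 0% = DMSO max control and 100% = H-89 dihydrochloride min control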
TNFa cytotox: toxic to HUVEC cells under TNF alpha stimulation; HUVEC TNFalpha-stimulated, Hoechst cell count, imaging; cell count reduction, % at 2 µM; 0.17% of 93,000 active;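 active = cell count reduction exceeding the screen mean by over 5 SD, scaled to untreated wells per plate, cut at about 78% in these data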;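 also: cells counted after 24 h of TNF alpha exposure following the 1 h pretreatment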
Ecoli WT expand: E. coli BW25113 growth inhibition, expanded screen; AID 710; 0.15% of 98,000 active; OD600 absorbance; growth inhibition, % at 100 µM;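 active = growth inhibition above about 50% at one test dose, limit read from the data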;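 also: growth measured after 20 h incubation at 37 °C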
IL1B cytotox: toxic to HUVEC cells under IL-1B stimulation. cell count reduction, % at 2 µM. AID 845. HUVEC cell count loss, Hoechst imaging, IL-1B stimulated. 0.41% of 94,000 active;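 active = cell count reduction more than 3 SD above the screen-wide mean, cut at about 70% in these data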;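 also: normalized per plate to untreated control cells as the no-loss baseline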
cytoskel mod: alters cytoskeleton assembly in HUVEC cells | HUVEC TNFa F-actin phalloidin imaging, high content | inhibition, % at 2 µM | 0.18% of 91,000 active;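 active = inhibition above the batch mean plus 3 SD and confirmed as a hit by visual image inspection, cut at about 30% in these data, passing the limit was not always enough; inconclusive = above the inhibition threshold but rejected on visual inspection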; also: strong numbers were not always called active
Plk1 PBD FP: inhibitors of human Plk1 polo box domain binding | Plk1 PBD phosphopeptide binding, fluorescence polarization | inhibition, %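 (tested at about 20 µM)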 | 0.13% of 97,000 active; in the data active = inhibition above about 34%, passing the limit was not always enough
* hit, by the source's call; ? = inconclusive; nt = no result given. Not all compounds are listed. The share of hits here may be higher or lower than overall.

nr | SMILES | hDAT+cocaine | sEH inh | VCAM1 TNFa inh | PLK1 kinase inh | TNFa cytotox
1 | O=C(Nc1cccc(OC(=O)N2CCCCC2)c1)N1CCCCC1 | 0.864 | nt | 1.9 | -8.0 | -5.7
2 | O=C1C2CCCN2C(c2cccnc2)N1c1ccc(Cl)c(Cl)c1 (stereo not drawn) | -0.131 | 3.3 | 74.8* | -6.8 | -20.6
3 | CCOC(=O)c1cccc([P+](=O)O)c1 | -0.94 | 4.1 | -14.7 | -5.0 | 5.3
4 | O=C(c1cc(-c2ccncc2)nc2ccccc12)N1CCC2(CC1)OCCO2 | nt | nt | -6.9 | -3.7 | -15.5
5 | Cc1ccc(-n2c(O)c(C=Nc3ccc(S(=O)(=O)N(C)C)cc3)c(=O)[nH]c2=O)cc1 | -0.812 | 6.8 | 11.4 | -1.2 | -8.6
6 | Cc1ccc2nsnc2c1-n1c(C)nc2ccccc2c1=O | -0.449 | -4.1 | 2.8 | -14.6 | -18.5
7 | c1ccc2c(CN3CCCCCCC3)c[nH]c2c1 | nt | 9.2 | 18.3 | -7.5 | -83.8
8 | CC(O)(CS(=O)(=O)c1ccccc1)C(=O)Nc1cccc(C(F)(F)F)c1 (stereo not drawn) | -0.395 | -1.2 | 9.6 | -7.1 | -31.7
9 | Cc1ccccc1Cc1c(C)nc2nc(SCC(=O)N3CCC4(CC3)OCCO4)nn2c1C | -0.37 | -3.9 | -7.1 | 8.2 | -10.4
10 | Cc1ccc2c(c1)CC1(CN2C)C(=O)NC(=O)N(CCC2=CCCCC2)C1=O (stereo not drawn) | 0.0149 | -5.8 | 16.0 | -11.6 | -30.2
11 | CCn1c(O)c(C=NCCc2c[nH]c3ccccc23)c(=O)[nH]c1=O | 0.316 | 14.6 | 13.1 | -8.9 | -18.5
12 | CCOP(=O)(OCC)C(NC(C)=O)C(Cl)(Cl)Cl (stereo not drawn) | -0.38 | 7.0 | 1.3 | -3.1 | -9.6
13 | CCC(=NC1CC1)c1c(O)n(-c2ccc(OC)cc2)c(=O)[nH]c1=O | 0.0111 | 0.9 | -10.4 | -10.3 | -23.8
14 | Cn1c(O)c(C=Nc2ccc(Cl)cc2)c(=O)n(C)c1=O | -0.804 | -4.1 | -6.9 | -17.5 | -13.4
15 | CN1C(=O)NC(=O)[C@]2(Cc3ccccc3N3CCN(c4ccccc4)CC32)C1=O (stereo partly drawn) | 0.618 | -1.6 | 23.3 | -2.0 | 6.2

nr | Ecoli WT expand | IL1B cytotox | cytoskel mod | Plk1 PBD FP
1 | 4.0 | 13.0 | 1.6 | -13.3
2 | 24.0 | -26.0 | -31.4 | 19.7
3 | 7.0 | -4.0 | 4.2 | -4.4
4 | -2.0 | -20.2 | 29.6 | -20.9
5 | 1.0 | -5.2 | -13.2 | -9.2
6 | 3.0 | -76.8 | 4.9 | -8.9
7 | -2.0 | 4.8 | 22.5 | -6.0
8 | -11.0 | -15.0 | 33.8 | -9.9
9 | 10.0 | 8.1 | -9.4 | 2.6
10 | -6.0 | 7.1 | 12.9 | -21.1
11 | 4.0 | -28.2 | -13.2 | -4.4
12 | -3.0 | 1.6 | 8.7 | -12.8
13 | 1.0 | -7.8 | 0.0 | -26.1
14 | 6.0 | 12.8 | -8.3 | -14.3
15 | 5.0 | -3.8 | -19.2 | 9.7

Sorted by count of non-hydrogen atoms (rising): some entries from above
nr | SMILES | hDAT+cocaine | sEH inh | VCAM1 TNFa inh | PLK1 kinase inh | TNFa cytotox
2 | O=C1C2CCCN2C(c2cccnc2)N1c1ccc(Cl)c(Cl)c1 (stereo not drawn) | -0.131 | 3.3 | 74.8* | -6.8 | -20.6
11 | CCn1c(O)c(C=NCCc2c[nH]c3ccccc23)c(=O)[nH]c1=O | 0.316 | 14.6 | 13.1 | -8.9 | -18.5
8 | CC(O)(CS(=O)(=O)c1ccccc1)C(=O)Nc1cccc(C(F)(F)F)c1 (stereo not drawn) | -0.395 | -1.2 | 9.6 | -7.1 | -31.7
10 | Cc1ccc2c(c1)CC1(CN2C)C(=O)NC(=O)N(CCC2=CCCCC2)C1=O (stereo not drawn) | 0.0149 | -5.8 | 16.0 | -11.6 | -30.2
15 | CN1C(=O)NC(=O)[C@]2(Cc3ccccc3N3CCN(c4ccccc4)CC32)C1=O (stereo partly drawn) | 0.618 | -1.6 | 23.3 | -2.0 | 6.2

nr | Ecoli WT expand | IL1B cytotox | cytoskel mod | Plk1 PBD FP
2 | 24.0 | -26.0 | -31.4 | 19.7
11 | 4.0 | -28.2 | -13.2 | -4.4
8 | -11.0 | -15.0 | 33.8 | -9.9
10 | -6.0 | 7.1 | 12.9 | -21.1
15 | 5.0 | -3.8 | -19.2 | 9.7

Other records follow:
nr | SMILES | hDAT+cocaine | sEH inh | VCAM1 TNFa inh | PLK1 kinase inh | TNFa cytotox
16 | OC(c1ccc(F)cc1)C(c1ccccc1)N1CCOCC1 (stereo not drawn) | 0.393 | 5.7 | 15.4 | 1.4 | -12.1
17 | CCNC(=O)C1OC(n2cnc3c(N)ncnc32)C(O)C1O (stereo not drawn) | -0.21 | -6.8 | -14.6 | 2.9 | 2.3
18 | CCCCCCn1c(O)c(C=NC2CCN(Cc3ccccc3)CC2)c(=O)[nH]c1=O | -0.178 | -10.4 | 5.4 | -34.7 | -11.6
19 | Cc1nn(-c2ccccc2)c2c1C(c1ccc3c(c1)OCO3)SCC(=O)N2 (stereo not drawn) | -0.354 | -5.1 | 11.1 | -31.7 | -1.1
20 | COc1ccccc1OCCCn1cc(C(=O)c2ccco2)c2ccccc21 | -0.147 | -7.2 | 14.4 | -8.6 | -2.9
21 | O=C1CN=C(c2ccccc2)c2ccccc2N1Cc1ccc(C(F)(F)F)cc1 | -1.96 | 0.3 | -0.1 | -10.0 | -12.7
22 | CC(=O)N1CN2CN(C(C)=O)CC(C(=O)c3ccccc3)(C2)C1 | 0.581 | -12.0 | -3.2 | -7.9 | -11.3
23 | O=c1c2ccccc2nc(N2CCCC2)n1-c1ccccc1 | -0.901 | -3.6 | 17.6 | -18.2 | -2.6
24 | COc1ccc(C2NCc3ccc4c(c3-n3cccc32)OCO4)cc1O (stereo not drawn) | -0.0248 | 11.3 | -2.1 | -9.5 | -5.0
25 | CC1OC(NCCc2ccccc2)C(O)C(O)C1O (stereo not drawn) | -1.91 | -7.6 | 4.9 | -9.9 | 6.9
26 | Cc1ccc2c(c1)C1CN(C)CCC1N2C(=O)COc1ccc(S(=O)(=O)N2CCOCC2)cc1 (stereo not drawn) | -0.141 | -10.8 | 8.6 | -5.2 | -9.4
27 | CCOC(=O)CN1C(=O)C2(C(C#N)=C(N)Oc3ccccc32)C(C(=O)OC)=C1C (stereo not drawn) | 0.599 | 0.0 | 25.1 | -8.0 | 60.4
28 | CC12CN3CC(C)(CN(C1)C3c1ccncc1)C2=O (stereo not drawn) | -0.618 | 3.5 | -11.2 | -12.4 | -37.5
29 | CCc1c(C)nc(N)nc1N1N=C1SC | 0.0299 | -0.6 | 4.0 | -12.0 | -19.8
30 | CCCSc1nc(O)c(CC)c(=O)n1C(C)CC (stereo not drawn) | -0.0242 | 3.4 | -10.0 | -9.3 | -19.2

nr | Ecoli WT expand | IL1B cytotox | cytoskel mod | Plk1 PBD FP
16 | 5.0 | 26.3 | 3.8 | -4.2
17 | nt | -11.1 | 36.0 | -10.1
18 | -10.0 | 19.2 | 11.4 | -14.7
19 | 8.0 | 25.4 | -9.4 | 13.6
20 | -35.0 | -15.6 | -5.5 | 5.9
21 | 2.0 | -16.0 | 29.5 | -0.2
22 | 5.0 | 7.5 | ? | -5.2
23 | -3.0 | 9.9 | -5.1 | -1.2
24 | 8.0 | 30.7 | -3.4 | 9.1
25 | 2.0 | 25.8 | -16.1 | 12.1
26 | -7.0 | 22.9 | 20.9 | -0.3
27 | 4.0 | 20.6 | -26.9 | -10.6
28 | 3.0 | -21.3 | 21.3 | -17.1
29 | -7.0 | -9.1 | 0.8 | 10.8
30 | 2.0 | -18.6 | 0.7 | 15.0

Next entries:
nr | SMILES | hDAT+cocaine | sEH inh | VCAM1 TNFa inh | PLK1 kinase inh | TNFa cytotox
31 | CCN1CCN(Cc2cc(C(C)(C)C)c(O)c(C(C)(C)C)c2)CC1 | nt | -8.4 | 4.5 | -5.0 | -10.1
32 | CCC(=Nc1ccc(OC)cc1OC)c1c(O)n(C2CCCCC2)c(=O)[nH]c1=O | 1.41 | 0.5 | -59.9 | -14.2 | -20.6
33 | CCN(CC)CCCN=C(C)c1c(O)n(-c2ccc(C)cc2)c(=O)[nH]c1=O | 0.602 | -10.9 | -6.0 | 3.9 | 1.4
34 | CCC(=O)c1cn(Cc2ccc(C#N)cc2)c2ccccc12 | -0.226 | -5.8 | 18.4 | 2.8 | 43.2
35 | COc1ccc(Oc2cc(NC(=O)c3nn(C)cc3[N+](=O)[O-])cc([N+](=O)[O-])c2)cc1 | -0.0965 | 6.0 | 90.1* | -11.1 | 39.1
36 | COc1ccccc1NC1=NCCS1 | 0.747 | 0.9 | -9.1 | 8.4 | 11.4
37 | CCOC(=O)[C@@]1(C#N)[C@@H]2C=CC(C(N)=O)=CN2[C@@H](C(N)=O)[C@@H]1c1cccc(Cl)c1 | 0.0842 | -3.7 | -5.2 | 23.3 | 4.5
38 | CCCCn1c(O)c(C(CC)=Nc2ccc(C(=O)O)cc2)c(=O)[nH]c1=O | -1.22 | 7.2 | -21.0 | -18.5 | -22.8
39 | O=P1(Nc2cccnc2)COc2ccccc2OC1 | -1.58 | -6.5 | 3.3 | 0.7 | -14.8
40 | CN(C)C1(c2nnnn2-c2ccc(Cl)cc2)CCCCC1 | -0.35 | -5.6 | 3.3 | -8.4 | -5.8
41 | O=P1(Nc2ccc(F)cc2)COc2ccccc2OC1 | 0.793 | nt | 6.5 | -15.1 | -0.8
42 | O=c1[nH]c(=O)n(Cc2ccco2)c(O)c1C=NC1CC1 | 0.245 | -0.8 | 8.3 | -13.8 | -18.8
43 | O=c1c2ccccc2nc(CSc2ncnc3nc[nH]c23)n1-c1ccccc1 | -0.142 | -17.0 | 0.0 | -15.0 | -5.0
44 | Cc1ccc2nc(N3CCC(C(=O)N4CCC5(CC4)OCCO5)CC3)sc2c1 | 0.00453 | 2.1 | -11.1 | 8.8 | -39.5
45 | CCN(CC)CCCN=C(C)c1c(O)n(-c2ccccc2)c(=O)[nH]c1=O | 0.832 | -12.9 | -32.1 | -11.9 | 6.5
46 | Cc1cccc(N2C(=O)CC(=O)NC2=O)c1 | 0.0283 | 1.9 | 4.4 | -8.7 | -34.7
47 | O=C1CC(N2CC=C(c3ccc(F)cc3)CC2)C(=O)N1c1ccc(F)cc1 (stereo not drawn) | 1.01 | 13.1 | 17.5 | -13.0 | -20.2

nr | Ecoli WT expand | IL1B cytotox | cytoskel mod | Plk1 PBD FP
31 | -10.0 | -1.6 | 5.5 | 6.1
32 | 0.0 | -26.0 | -16.9 | 5.3
33 | -2.0 | -5.6 | nt | -4.0
34 | -6.0 | -4.8 | -7.5 | 5.7
35 | -1.0 | -7.3 | 24.1 | -8.5
36 | -3.0 | 3.3 | -4.5 | 3.5
37 | 1.0 | 10.7 | -1.4 | -1.5
38 | 1.0 | -9.6 | -9.9 | 3.7
39 | 2.0 | 5.4 | -28.7 | -16.5
40 | -12.0 | 1.1 | -6.5 | -14.1
41 | 7.0 | nt | 6.2 | -17.1
42 | 0.0 | 10.7 | 55.1 | -13.8
43 | -5.0 | 2.8 | -8.3 | -3.3
44 | 4.0 | -12.8 | -4.2 | 6.6
45 | 2.0 | 4.3 | -3.1 | -6.7
46 | -6.0 | -5.0 | 10.1 | -1.1
47 | 10.0 | 11.2 | -5.3 | 18.0
